Bioassay records (PubChem BioAssay)
GIRK2 act: Activates human GIRK2-containing potassium channels; P48051; HEK293 GIRK2/NPY4 cells, thallium flux fluorescence; activation (% efficacy), % for hits at 37.5 µM; 34,000 tested, under 10 active;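 active = primary screen hit, no activity in plain HEK293 cells, and in GIRK2-only cells above 5% efficacy rising with concentration; inactive = the rest, including fluorescent compounds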;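 also: efficacy is normalized control-subtracted fluorescence 15 s after thallium addition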
Target sequence (P48051 whole entry, looked up): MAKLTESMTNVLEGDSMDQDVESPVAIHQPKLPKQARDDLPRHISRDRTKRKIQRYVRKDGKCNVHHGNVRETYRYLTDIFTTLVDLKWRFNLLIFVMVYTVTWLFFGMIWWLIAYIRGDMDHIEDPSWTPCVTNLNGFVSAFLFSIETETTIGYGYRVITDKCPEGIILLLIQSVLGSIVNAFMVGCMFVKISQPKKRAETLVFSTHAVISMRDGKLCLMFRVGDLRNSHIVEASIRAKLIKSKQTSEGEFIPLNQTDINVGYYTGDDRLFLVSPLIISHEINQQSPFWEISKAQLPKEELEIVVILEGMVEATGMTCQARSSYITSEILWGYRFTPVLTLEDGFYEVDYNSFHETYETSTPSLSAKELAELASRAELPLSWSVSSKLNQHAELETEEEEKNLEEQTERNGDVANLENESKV
Calls only; i = inactive. This is a subset; the hit share may differ from the screen's.

The opening 4 compounds (preview)
canonical_smiles,GIRK2 act
O=C(c1ccc(-n2cccc2)cc1)N1CCN(Cc2nc(-c3ccc(F)cc3)cs2)CC1,i
COCCCn1c(NC(=O)Nc2ccc(Cl)cc2)c2ccccc2nc1=O,i
COc1ccccc1C(=O)N1CCN(c2ccc(-c3ccccc3C)nn2)CC1,i
Cc1cccc(NC(=O)CSc2nc3c(-c4ccccc4)c[nH]c3c(=O)n2C)c1,i

All compounds of this part, from the first entry:
canonical_smiles,GIRK2 act
O=C(c1ccc(-n2cccc2)cc1)N1CCN(Cc2nc(-c3ccc(F)cc3)cs2)CC1,i
COCCCn1c(NC(=O)Nc2ccc(Cl)cc2)c2ccccc2nc1=O,i
COc1ccccc1C(=O)N1CCN(c2ccc(-c3ccccc3C)nn2)CC1,i
Cc1cccc(NC(=O)CSc2nc3c(-c4ccccc4)c[nH]c3c(=O)n2C)c1,i
Cc1cc(=O)n2[nH]cc(C(=O)O)c2n1,i
O=C(NCCC1=CCCCC1)C(=O)Nc1cc2c3c(c1)CC(=O)N3CCC2,i
Cc1ccccc1NC(=O)NCC1CCN(C(=O)c2cc3ccccc3o2)CC1,i
Cc1cc(NC(=O)CSc2ccc(NC(=O)c3cccs3)nn2)no1,i
Cc1nnc(CNC(=O)Cn2c(=O)[nH]c3ccccc3c2=O)o1,i
COc1ccccc1C(=O)NCC1CCN(C(=O)c2cc3ccccc3o2)CC1,i
Cc1sc2ncn(CCC(=O)O)c(=O)c2c1C,i
CCCC(=O)NCCNc1cc(OC)nc(OC)n1,i
CCC(=O)Nc1ccc(SCC(=O)N2CCOCC2)nn1,i
O=C(Cc1csc(NC(=O)c2ccc[nH]c2=O)n1)NCc1ccc(F)cc1,i
CCNC(=O)C1Cc2ccccc2N1C(=O)Nc1cc(OC)c(OC)c(OC)c1 (configuration not stated),i
COc1ccc(CC(=O)Nc2cc(-c3cn4nc(OC)ccc4n3)ccc2Cl)cc1,i
COc1ccc(OC)c(-c2ccc(=O)n(Cc3ccc(Cl)cc3Cl)n2)c1,i
O=C(NCCCn1nc(-c2ccco2)ccc1=O)c1ccc(F)cc1,i
Cc1cc(C)n(CC2CCN(C(=O)CSC3CCCC3)CC2)n1,i
COc1ccc(NC(=O)CSC2=NS(=O)(=O)c3ccc(C)cc3N2)cc1OC,i
COc1ccc(-c2nnc(NC(=O)CS(=O)(=O)c3ccccc3)o2)cc1OC,i
COc1cccc(OC)c1C(=O)N1CCN(c2ccc(-c3ccccc3C)nn2)CC1,i
COc1cccc(-c2cc(CC(=O)Nc3ccc(F)cc3)no2)c1,i
COCCNC(=O)Cc1csc(SCC(=O)c2ccc3c(c2)OCO3)n1,i
O=C(Cn1cnc2c(sc3ncccc32)c1=O)Nc1ccc(Cl)cc1,i
O=C(Cc1ccccc1Cl)NCCN1CCC(c2cccs2)CC1,i
O=C(NCC1(O)CCCC1)C1(c2cccs2)CCCC1,i
CCOc1ccccc1-c1nc(Cn2ccn3nc(-c4ccc(OC)cc4)cc3c2=O)c(C)o1,i
O=C(CCCn1c(=S)[nH]c2ccc(Br)cc2c1=O)NCc1cccc(Cl)c1,i
O=C(NCC1CCN(C(=O)COc2ccccc2)CC1)c1ccccn1,i
Cc1ccc(NC(=O)CCCS(=O)(=O)c2ccccc2)c(C(=O)c2ccccc2)c1,i
COc1ccccc1NC(=O)CSc1nnnn1-c1ccc(C(C)C)cc1,i
CCCc1cc(=O)[nH]c(-n2nc(-c3ccco3)cc2NC(=O)c2ccc3c(c2)OCO3)n1,i
O=C(NCCOc1ccc(-c2ccco2)nn1)c1ccccc1[N+](=O)[O-],i
Cc1cc(C)c(S(=O)(=O)Nc2cc(Cl)ccc2O)c(C)c1,i
COc1ccc(C(=O)N2CCC3(CC2)NC(=O)NC3=O)cc1OC,i
Cc1cccc(NC(=O)NCCOc2ccc3nnc(-c4ccccc4)n3n2)c1C,i
O=C(Nc1ccc2c(c1)N(C(=O)C1CC1)CC2)c1cccc(F)c1,i
Cc1ccc(OCCCC(=O)Nc2cc(C)cc(C)c2)cc1,i
CN(C)C(=O)Cc1ccc(NS(=O)(=O)c2ccccc2Br)cc1,i
COC(=O)c1ccc(NC(=O)C(=O)NCC2CCN(Cc3ccccc3)CC2)cc1,i
COc1ccc(S(=O)(=O)N2CCC(C(=O)Nc3cc(C)nn3C(C)C)CC2)cc1,i
Cc1cc(=O)[nH]c(-n2nc(C)c(CCC(=O)N3CCCc4ccccc43)c2C)n1,i
O=C(NCCOc1ccc2nnc(-c3ccccc3)n2n1)c1ccco1,i
O=C(c1cccs1)N1CC(C(=O)N2CCN(c3ccccc3Cl)CC2)C1,i
CCOC(=O)N1CCN(C(=O)c2ccc(N3CCCC3)nn2)CC1,i
O=C1CN(c2ccccc2NC(=O)C2(c3cccs3)CCCC2)CCN1,i
CCOCCCNC(=O)C(=O)Nc1ccon1,i
COc1ccc(C)c2sc(N(Cc3ccccc3)C(=O)CCCS(=O)(=O)c3ccccc3)nc12,i
CCc1nnc(NC(=O)c2nnn(-c3ccc(OC)cc3)c2C)s1,i
Cc1ccc(-n2ccnc2N2CCN(C(=O)c3ccccc3SC(F)F)CC2)cc1,i
COC(=O)c1ccc(NC2SC(=O)N(c3ccc(F)cc3)C2=O)cc1 (configuration not stated),i
O=C(CSc1nc(=O)n(CCCO)c2c1CCCC2)N1CCN(c2ccccc2)CC1,i
O=C(CSc1nc(=O)n(CCCO)c2c1CCC2)Nc1ccc2c(c1)OCO2,i
CNc1nc2c(c(=O)[nH]c(=O)n2C)n1CCc1ccc(OC)cc1,i
Cc1ccsc1C(O)CNC(=O)C(C)(C)Oc1ccc(Cl)cc1 (configuration not stated),i
COc1ccc(F)cc1S(=O)(=O)NCC(C)(O)CCSC (configuration not stated),i
CSc1ncccc1C(=O)N1CCC(CNC(=O)c2ccc3nsnc3c2)CC1,i
C#CCn1c(=NC(=O)c2ccnn2CC)sc2cccc(F)c21,i
CCOCCCNC(=O)c1c(C(F)(F)F)nn(CC2CCCN2C)c1C (configuration not stated),i

More records:
canonical_smiles,GIRK2 act
COc1ccc(CCNC(=O)Nc2ccccc2NC(=O)c2ccco2)cc1,i
COc1ccc(Cl)cc1NC(=O)CC(C)n1nc(C)c(C(C)=O)c1C (configuration not stated),i
COc1ccc(S(=O)(=O)NCC2CCN(Cc3cccs3)CC2)c(C)c1,i
COc1ccc(S(=O)(=O)Nc2ccc3c(c2)N(C(=O)C2CC2)CC3)cc1OC,i
O=C(NCC1CC1)C1CCN(c2cc(Oc3ccccc3)ncn2)CC1,i
CSc1ccccc1CN1CCC(CNS(=O)(=O)c2ccccc2Cl)CC1,i
COc1ccccc1N1CCN(C(=O)c2csc(Nc3ccccc3)n2)CC1,i
Cc1nc2n[nH]c(=S)n2c(C)c1CCC(=O)O,i
O=C(CSc1ccc(NC(=O)c2ccccc2F)nn1)NCc1cccs1,i
CCSc1nnc(NC(=O)Cn2cnc(-c3ccc(C)cc3)cc2=O)s1,i
Cc1ccc(C)c(OC(C)C(=O)Nc2c(C)nc3ccccn3c2=O)c1 (configuration not stated),i
COc1ccccc1C(=O)N1CCC(c2nnc(-c3ccco3)o2)CC1,i
CC(C)c1cc(=O)[nH]c(-n2nc(-c3ccco3)cc2NC(=O)c2ccc3c(c2)OCO3)n1,i
CCSc1ccccc1C(=O)N1c2ccccc2CC1C(N)=O (configuration not stated),i
Cc1ccnc(Nc2ccc(NCCNC(=O)Nc3cccc(C(F)(F)F)c3)nn2)c1,i
Cn1cc(C(=O)N2CC(c3nc(-c4ccco4)no3)C2)nn1,i
O=C(COc1ccccc1F)NCC1CCN(C(=O)c2cc3ccccc3o2)CC1,i
CCOC(=O)N1CCC(NC(=O)CCc2sc(C)nc2-c2cccs2)CC1,i
O=C(Cn1cnc2c(sc3cccc(Cl)c32)c1=O)Nc1ccc2c(c1)OCO2,i
COc1ccc(-c2ccc(=O)n(CC(=O)NCc3ccccc3OC)n2)cc1,i
Cn1cccc1C(O)CNC(=O)C(C)(C)C (configuration not stated),i
COc1cc(CN2CC(c3nc(-c4cccc(C(F)(F)F)c4)no3)C2)cc(OC)c1,i
Cc1ccc(S(=O)(=O)CCCC(=O)Nc2nc(-c3cc([N+](=O)[O-])cs3)cs2)cc1,i
O=C1Cc2cc(NC(=O)C3CCCC3)ccc2N1,i
COc1ccc(CCNC(=O)CN2C(=O)S/C(=C\c3ccccc3)C2=O)cc1OC,i
O=C(NCCO)C(=O)Nc1ccc(Cl)c(N2CCCS2(=O)=O)c1,i
COc1ccc(CNC(=O)NCC2(c3cccs3)CC2)cc1,i
COCC(C)(O)CNC(=O)c1cc(OC)cc(OC)c1 (configuration not stated),i
COC(=O)C1CCN(S(=O)(=O)CCCOc2ccc3c(c2)OCO3)CC1,i
CCOC(=O)c1c(-c2ccccc2)oc2cc(Br)c(OCC(N)=O)cc12,i
CCc1ccc(S(=O)(=O)Nc2ccc(C)c(N3CCCC3=O)c2)s1,i
O=C(NCC#CCN1CCc2ccccc2C1)c1ccsc1,i
CCN1CCN(c2ccc(N3CCN(C(=O)c4cccc(F)c4)CC3)nn2)CC1,i
O=C(C1CCN(c2ccc(-c3ccc(Cl)cc3)nn2)CC1)N1CCOCC1,i
Cc1cc(C(=O)NCCn2nc(-c3ccccc3)n(C)c2=O)c(C)o1,i
CCOC(=O)c1ccsc1NC(=O)c1cc(C)nn1CC,i
O=C(Cc1csc(Nc2ccccc2)n1)NCc1ccco1,i
CC(C(=O)NCCOc1ccc(F)cc1)n1nnc2ccccc2c1=O (configuration not stated),i
O=C(Nc1nc(CCC(=O)N2CCc3ccccc32)cs1)c1ccc[nH]c1=O,i
COc1ccc(Cl)cc1S(=O)(=O)Nc1ccc2c(c1)N(C(=O)C(C)(C)C)CC2,i
Cc1noc(C)c1S(=O)(=O)NCC1CCN(C(=O)c2cccn(C)c2=O)CC1,i
O=C1OC2CC1N(C(=O)c1cc(C3CC3)on1)C2 (configuration not stated),i
Cc1ccc(Oc2cccc(NC(=O)/C=C/c3ccco3)c2)nn1,i
Cn1nccc1C(=O)Nc1cccc2c1C(=O)NC2=O,i
O=C(CCCCn1c(=O)c2ccccc2n(CC(=O)NC2CCCCC2)c1=O)NCc1cccs1,i
COc1ccccc1C(=O)N1CCN(c2nccn2-c2ccccc2F)CC1,i
Cn1cnc2cc(OC(=O)c3cncc(Br)c3)ccc21,i
O=c1[nH]nc(SCc2nc(-c3cccc(C(F)(F)F)c3)no2)n2nc(-c3ccco3)cc12,i
CC(=O)Nc1ccc(OCC(O)CN2CCC(C)CC2)cc1 (configuration not stated),i
COc1cn2c(cc1=O)C(=O)N(CCNC(=O)CC1CCCC1)CC2,i
O=C(CCn1cnc2c(cnn2-c2ccccc2)c1=O)N1CCOCC1,i
CCOCCn1c(=N)sc2c(C)cc(C)cc21,i
COc1cn(CC(=O)Nc2cccc([N+](=O)[O-])c2)c(CSc2nnnn2C)cc1=O,i
CCCOc1ccc(N2CCN(C(=O)c3c(F)cccc3Cl)CC2)nn1,i
Cn1nc2c(c1NC(=O)c1ccc3c(c1)OCCO3)CCC2,i
COc1ccc(Nc2nnc(C)c(=O)[nH]2)cc1OC,i
COc1cccc2cc(C(=O)NCC3CCN(C(=O)COc4ccccc4)CC3)oc12,i
O=C(Cc1c[nH]c2ccccc12)NCCNc1ccc(Nc2ccncc2)nn1,i
CS(=O)(=O)N1CCC(C(=O)Nc2nnc(-c3ccccc3)o2)CC1,i
O=C(NCCc1ccccc1)Nc1ccc2c(c1)N(C(=O)c1ccccc1)CCC2,i

Additional results follow:
canonical_smiles,GIRK2 act
Cc1cc(C(=O)N(Cc2ccccn2)c2nc3c(C)c(Cl)ccc3s2)on1,i
O=C(NCCN1CCC(c2cccs2)CC1)c1cc(Cl)ccc1Cl,i
COc1ccccc1C(=O)N1CCN(c2cc(-n3ccnc3C)ncn2)CC1,i
O=C(CCCS(=O)(=O)c1ccccc1)Nc1nc2ccc3ccccc3c2s1,i
CCc1ccc(CNC(=O)Cc2nnc(-c3cnccn3)o2)cc1,i
CC(C)CNC(=O)CCn1c(=O)c2ccccc2n2c(SCC(=O)NCC3CCCO3)nnc12 (configuration not stated),i
CC(C)C(=O)NCC1CCN(Cc2ccncc2)CC1,i
Cc1nnsc1C(=O)NCC1CCN(c2ncccn2)CC1,i
O=C(C1CC1)N1CCc2ccc(NC(=O)C3(c4ccccc4)CCOCC3)cc21,i
O=C(NCCOc1cccc(C(F)(F)F)c1)C1CCCC1,i
O=C(CCn1nnc2ccccc2c1=O)N1CCN(c2cccc(Cl)c2Cl)CC1,i
CC(=O)c1ccc(S(=O)(=O)NCCOc2ccc(-c3ccc(F)cc3)nn2)cc1,i
COc1ccccc1Cn1c(=O)oc2ccc(Cl)cc21,i
Cc1ccc(OCC(=O)Nc2nnc(C(C)C)s2)c(Br)c1,i
O=C(NCCc1ccccc1)NCCc1ccsc1,i
Cc1cc(-c2nnc(NC(=O)Cn3cnc4c3c(=O)n(C)c(=O)n4C)o2)n(C)n1,i
O=C(C1CCCCC1)N(CCN1CCOCC1)c1nc2c(F)cc(F)cc2s1,i
O=C(Cc1ccc(F)cc1)NCC1CCN(C(=O)COc2ccccc2)CC1,i
COc1ccc(NS(=O)(=O)c2cccc(F)c2)cc1N1CCCCC1=O,i
CCn1nnc2c(SCC(=O)Nc3ccc(C)c(C)c3)ncnc21,i
O=C(NCCCn1ccnc1)C1(c2cc(-c3ccco3)on2)CC1,i
O=S(=O)(NCCN1CCOC(c2ccccc2)C1)c1ccc(F)c(Cl)c1 (configuration not stated),i
